A-T KAP1 phos: candidate therapy for ataxia-telangiectasia; […] A-T fibroblasts, KAP-1 phosphorylation AlphaLISA; neocarzinostatin DNA damage 30 min before lysis; Potency, µM (highest dose often 57.5 µM), for the others: at the highest dose activation, actives largely listed as activators; actives 0.19% (n = 320,000); AID 485349; note: potency is the fitted concentration of half-maximal effect; % of control where 0% means no effect; nearly all actives have a fitted effect of over 45% in size
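ATM-like activity read as KAP-1 phosphorylation via AlphaLISA donor/acceptor antibody pairs after lysis and 6 hr at 25C. Cells were ATM-null patient fibroblasts ([…], hTERT), dosed 60 min, then exposed to the DSB inducer NCS for 30 min.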
hERG WT inh: blocks the wildtype human KCNH2 potassium channel; activity change, % at 1.84 µM; actives 0.37% (n = 340,000); Q12809; U2OS, BacMam KCNH2, thallium flux FluxOr; active compounds read low;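 active = maximum activity change below -70%; inconclusive = maximum activity change between -70% and -50%; inactive = maximum activity change above -50%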; note: % is set by controls: 0 for no effect and ±100 for the full control effect
Target sequence (Q12809 whole entry, looked up): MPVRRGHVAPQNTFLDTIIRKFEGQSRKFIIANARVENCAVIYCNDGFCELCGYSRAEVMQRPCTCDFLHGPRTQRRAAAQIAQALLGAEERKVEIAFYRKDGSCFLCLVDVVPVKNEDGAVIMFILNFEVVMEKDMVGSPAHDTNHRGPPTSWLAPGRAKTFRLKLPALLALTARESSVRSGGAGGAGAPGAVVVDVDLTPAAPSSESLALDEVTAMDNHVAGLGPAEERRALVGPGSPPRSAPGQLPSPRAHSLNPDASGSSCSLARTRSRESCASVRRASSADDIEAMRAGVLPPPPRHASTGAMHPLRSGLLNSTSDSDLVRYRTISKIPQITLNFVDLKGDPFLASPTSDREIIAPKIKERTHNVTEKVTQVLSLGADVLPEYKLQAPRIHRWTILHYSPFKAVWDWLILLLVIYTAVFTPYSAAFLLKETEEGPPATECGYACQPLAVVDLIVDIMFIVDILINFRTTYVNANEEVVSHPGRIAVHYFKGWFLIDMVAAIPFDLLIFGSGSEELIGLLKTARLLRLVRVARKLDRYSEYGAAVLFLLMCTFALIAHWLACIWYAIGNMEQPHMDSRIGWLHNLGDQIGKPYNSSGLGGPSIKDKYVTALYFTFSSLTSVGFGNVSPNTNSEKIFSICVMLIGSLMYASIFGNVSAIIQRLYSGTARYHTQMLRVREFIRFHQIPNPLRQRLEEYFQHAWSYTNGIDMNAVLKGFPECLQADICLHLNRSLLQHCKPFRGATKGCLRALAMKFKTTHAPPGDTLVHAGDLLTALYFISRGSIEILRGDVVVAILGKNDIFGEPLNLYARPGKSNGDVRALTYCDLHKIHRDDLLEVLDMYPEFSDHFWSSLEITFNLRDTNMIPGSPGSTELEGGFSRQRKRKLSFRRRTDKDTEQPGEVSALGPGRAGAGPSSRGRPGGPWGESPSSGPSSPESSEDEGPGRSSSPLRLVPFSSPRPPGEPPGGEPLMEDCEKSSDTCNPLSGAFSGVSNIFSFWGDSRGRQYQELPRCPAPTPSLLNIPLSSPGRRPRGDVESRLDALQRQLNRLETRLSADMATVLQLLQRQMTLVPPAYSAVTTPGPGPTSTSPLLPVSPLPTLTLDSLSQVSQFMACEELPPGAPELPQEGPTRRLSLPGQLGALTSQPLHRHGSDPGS
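U2OS cells were transduced with wild-type KCNH2 virus (2.03 x 10^8 / mL) for 4 h at room temperature, then cultured overnight at 37 C. Thallium flux was read with FluxOr dye. Rate constants were normalized to DMSO controls.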
TRPV1 agonist: human TRPV1 agonism | TRPV1-expressing cells, Fluo-8 calcium influx, agonist mode | activation, % at 8.33 µM | actives 0.19% (n = 320,000); in the data active = activation above about 80%; inconclusive = between about 30% and that limit; note: 0% is about no effect
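TRPV1-expressing cells were cultured overnight at 35.5C and loaded with Fluo-8 calcium dye for 40 to 90 min at room temperature. After a 10 s baseline, compound was added and calcium influx was read kinetically for 3 min (ex 480/em 520 nm).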
Mito fusion act: inhibitors of mitochondrial division or activators of mitochondrial fusion. S. cerevisiae fusion-defective mutant growth rescue, CellTiterGlo 48 h. Potency, µM (series often up to 46.1 µM), without a hit: at the top dose growth rescue (activation), most hits filed as activators. actives 0.23% (n = 320,000). AID 485298;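 note: potency is the fitted concentration of half-maximal effect; % of control where 0% means no effect; nearly all actives have a fitted effect of over 45% in size; temperature-sensitive fusion mutants such as fzo1-1 at 37 °C on non-fermentable ethanol glycerol medium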
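Luminescent cell viability in 1536-well qHTS format served as the measure of rescued growth in ts fusion-mutant S. cerevisiae cultured on non-fermentable YPEG for 48 hours at 37C.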
TCR act: activates T cell receptor signaling | primary human leukocytes, anti-CD3, IL-2 HTRF, 48 h | Potency, µM (series often up to 9.22 µM), for the others: top-dose activation of IL-2 secretion, actives largely listed as activators | 330,000 tested, under 10 active | AID 504894; note: % of control where 0% means no effect
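HTRF read-out of IL-2 secretion: europium cryptate donor excited at 320nm, d2 acceptor emission at 665nm. Cells were primary human leukocytes incubated 48 hr with compounds and a-CD3 beads, supplying TCR signal only.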
USP2a block: blocks human ubiquitin-specific protease USP2a | AID 463254 | USP2 core, Ub-CHOP2 coupled fluorogenic reporter, 485/531 | actives 0.01% (n = 330,000) | Potency, µM (series often up to 38.3 µM), inactives show top-dose activity change, negative = inhibition, most hits filed as inhibitors;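 note: potency is the fitted concentration of half-maximal effect; plate controls were DMSO wells for no effect and full inhibition by NEM control for full effect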
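Deubiquitinase activity read as fluorescence (485/531 nm) after Ub-CHOP2 cleavage activates the enterokinase reporter on its substrate; USP2 core 10nM, Ub-CHOP2 and substrate 25nM each, 30min compound preincubation then 60min RT; data normalized to NEM, curves fitted.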
ELG1 repair inh: ELG1-dependent DNA repair inhibition; HEK293T ELG1-luciferase reporter, luminescence, 16 h; DNA damage induced by 5-fluorouridine; Potency, µM (top dose mostly 46.1 µM), without a hit: at the top dose activity change, negative = inhibition, hits mostly inhibitors; actives 2.3% (n = 330,000); AID 504467; note: potency is the fitted concentration of half-maximal effect; % is set by controls: 0 for no effect and ±100 for the full control effect; nearly all actives have a fitted effect of over 55% in size
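Luminescence from the luciferase reporter, measured 30 min after ONE-Glo reagent at room temperature, was the read-out. Beforehand, 2,000 cells per well were exposed for 16 hr at 37 °C to 5-fluorouridine together with compound or vehicle.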
KCNH2 3.1 block: inhibitors of human KCNH2 3.1 potassium channel isoform; U2OS KCNH2 3.1, thallium flux FluxOr; active compounds read low; activity change, % (tested at about 1.8 µM); actives 0.95% (n = 340,000); AID 720553;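 active = maximum activity change below -70%; inconclusive = maximum activity change from -70% to -50%; inactive = maximum activity change above -50%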;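 note: thallium influx rate constant from kinetic fluorescence after stimulation buffer; % is set by controls: 0 for no effect and ±100 for the full control effect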
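Measured as rate of thallium-driven FluxOr signal in transduced U2OS cells carrying the 3.1 channel, read kinetically for 2 min upon stimulation; values are rate constants scaled to DMSO control wells.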
Eya2 phos inh: blocks the phosphatase activity of human Eya2; O00167; recombinant Eya2, OMFP fluorescence dephosphorylation (OMFP is methylfluorescein phosphate); Potency, µM (titrated, usually from 76.9 µM), inactives show at the top dose activity, negative = inhibition, usual class: inhibitors; actives 0.006% (n = 330,000); AID 488837; note: potency is the fitted concentration of half-maximal effect; % is set by controls: 0 for no effect and ±100 for the full control effect
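Eya2 (0.2 uM) preincubated 10 min at ambient with compound, then OMFP substrate added at 50 uM; 10 min reaction in 50 mM HEPES pH 7.5, 50 mM NaCl, 5 uM MgCl2, 0.05% BSA, 1 mM DTT. Fluorescence read at Ex 485/Em 525 nm.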
TSHR antag: blocks TSH signaling through the human TSH receptor; AID 504810; actives 0.2% (n = 330,000); activity change, negative = inhibition, % at 11.5 µM; TSHR-expressing cells, TSH-stimulated cAMP HTRF, 2 h; active compounds read low;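 active = activity change below a set negative limit, meaning inhibition stronger than a set level, cut at about -70% in these data; inconclusive = activity change between two set negative limits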; note: % is set by controls: 0 for no effect and ±100 for the full control effect
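Antagonism was scored as loss of TSH-driven cAMP in TSHR cells, stimulated with 4nM TSH (EC80) for 2 hours at 37 deg C and detected by homogeneous HTRF competition immunoassay.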
Numbers without * were called inactive; [ ] = another dose, or the depositor's remark. Unless noted, calls come from the whole dose curve; as a rule, active = well fitted curve in the direction sought with a large enough effect; inconclusive = small, poorly fitted or top-dose-only effect, or another doubt; inactive = no such curve, though single readings can be large; an effect the other way counts as inactive or inconclusive. An excerpt; count on the stated rates, not on these rows.

What do the screens show for `O=C(c1cccn2c(=O)c3cc(Cl)ccc3nc12)N1CCN(Cc2ccc3c(c2)OCO3)CC1`?
A-T KAP1 phos: 2%; hERG WT inh: 8; TRPV1 agonist: -2; Mito fusion act: -3%; TCR act: -55%; USP2a block: -1%; ELG1 repair inh: -18%; KCNH2 3.1 block: -83*; Eya2 phos inh: 2%; TSHR antag: 4

What do the screens show for `COC/C=C/C1=CC2=CC(=O)C(C)(OC(=O)c3cnc4ccccc4n3)C(=O)C2=CN1Cc1ccc(OC)cc1` (configuration not stated)?
A-T KAP1 phos: -6%; hERG WT inh: 4; TRPV1 agonist: -13; Mito fusion act: -15%; TCR act: 2%; USP2a block: -11%; ELG1 repair inh: 6%; KCNH2 3.1 block: 4; Eya2 phos inh: 8%; TSHR antag: -5

How did O=c1oc2ccccc2cc1-c1nc(-c2ccccc2)no1 do in these assays?
A-T KAP1 phos: -2%; hERG WT inh: 3; TRPV1 agonist: 22; Mito fusion act: -1%; TCR act: -7%; USP2a block: 1%; ELG1 repair inh: inconclusive; KCNH2 3.1 block: -22; Eya2 phos inh: -1%; TSHR antag: -4

How did Nc1c(C(=O)OCC2CCCO2)c2nc3ccccc3nc2n1-c1ccc2c(c1)OCCO2 (configuration not stated) do in these assays?
A-T KAP1 phos: 0%; hERG WT inh: 0; TRPV1 agonist: -2; Mito fusion act: -1%; TCR act: -4%; USP2a block: 2%; ELG1 repair inh: -1%; KCNH2 3.1 block: -1; Eya2 phos inh: -12%; TSHR antag: 1

What do the screens show for `Cc1[nH]c(C)c(S(=O)(=O)NCC(C)c2ccccc2)c1C(=O)N1CCCCC1` (configuration not stated)?
A-T KAP1 phos: 6%; hERG WT inh: 3; TRPV1 agonist: -4; Mito fusion act: 0%; TCR act: 3%; USP2a block: -5%; ELG1 repair inh: 28%; KCNH2 3.1 block: -13; Eya2 phos inh: -11%; TSHR antag: 5

How did CCCCC(=O)NC1(C(F)(F)F)C(=O)N(CC(C)C)C2=C1C(=O)CC(C)(C)C2 (configuration not stated) do in these assays?
A-T KAP1 phos: 0%; hERG WT inh: -16; TRPV1 agonist: 0; Mito fusion act: 2%; USP2a block: 6%; ELG1 repair inh: -5%; KCNH2 3.1 block: 4; Eya2 phos inh: -31%; TSHR antag: -3

Results for N#Cc1c(N2CCCC2)ccc(Br)c1Cl ?
A-T KAP1 phos: 17%; hERG WT inh: 6; TRPV1 agonist: inconclusive; Mito fusion act: -8%; TCR act: 1%; USP2a block: 2%; ELG1 repair inh: 0%; KCNH2 3.1 block: -13; Eya2 phos inh: 0%; TSHR antag: 2

How did CC(=O)C1=C(NC(=O)c2ccc(C(F)(F)F)cc2)C[C@@H]2[C@H]1C2(C)C do in these assays?
A-T KAP1 phos: -18%; hERG WT inh: 31; TRPV1 agonist: 10; Mito fusion act: -2%; TCR act: 1%; USP2a block: 0%; ELG1 repair inh: -3%; KCNH2 3.1 block: 27; Eya2 phos inh: 3%; TSHR antag: -11

How did c1ccc(CCNc2ncnc3c2cnn3-c2ccccc2)cc1 do in these assays?
A-T KAP1 phos: 5%; hERG WT inh: -8; TRPV1 agonist: -6; Mito fusion act: inconclusive; TCR act: 4%[46.1 µM]; USP2a block: -4%; ELG1 repair inh: inconclusive; KCNH2 3.1 block: -10; Eya2 phos inh: -4%; TSHR antag: -23

Results for Cc1cc2[nH]ncc2cc1NC(=S)NC(=O)c1ccccc1 ?
A-T KAP1 phos: 0%; hERG WT inh: -5; TRPV1 agonist: 9; Mito fusion act: -2%; TCR act: -6%; USP2a block: 0%; ELG1 repair inh: -7%; KCNH2 3.1 block: -7; Eya2 phos inh: -6%; TSHR antag: -7

What do the screens show for `COc1ccc(C(CNC(=O)C2CC(=O)N(Cc3ccc(C)cc3)C2)N(C)C)cc1` (configuration not stated)?
A-T KAP1 phos: -1%; hERG WT inh: -6; TRPV1 agonist: 3; Mito fusion act: -5%; TCR act: 0%; USP2a block: -3%; ELG1 repair inh: 10%; KCNH2 3.1 block: 20; Eya2 phos inh: 16%; TSHR antag: -13

What do the screens show for `Nc1nc2ccccc2cc1-c1cccs1`?
A-T KAP1 phos: inconclusive; hERG WT inh: 0; TRPV1 agonist: -7; Mito fusion act: -18%; TCR act: -5%; USP2a block: -1%; ELG1 repair inh: inconclusive; KCNH2 3.1 block: -1; Eya2 phos inh: -2%; TSHR antag: 15

How did O=C(COC(=O)CCc1nc2ccccc2s1)NCc1ccco1 do in these assays?
A-T KAP1 phos: -1%; hERG WT inh: -17; TRPV1 agonist: 4; Mito fusion act: 3%; TCR act: -3%; USP2a block: 9%; ELG1 repair inh: 11%; KCNH2 3.1 block: -12; Eya2 phos inh: inconclusive; TSHR antag: 12

What do the screens show for `O=C(CCN1C(=O)c2cccc3cccc(c23)C1=O)NCc1ccco1`?
A-T KAP1 phos: -2%; hERG WT inh: -4; TRPV1 agonist: 3; Mito fusion act: 0%; TCR act: 0%; USP2a block: 2%; ELG1 repair inh: -18%; KCNH2 3.1 block: -10; Eya2 phos inh: 5%; TSHR antag: 3

Results for CC(C)C(c1nnnn1C1CCCCC1)N1CCc2ccccc21 (configuration not stated) ?
A-T KAP1 phos: 0%; hERG WT inh: -5; TRPV1 agonist: 3; Mito fusion act: -4%; TCR act: -1%; USP2a block: 1%; ELG1 repair inh: -2%; KCNH2 3.1 block: -2; Eya2 phos inh: -31%; TSHR antag: -3

How did OCC1(Cc2ccc(Cl)cc2)CCN(Cc2ccc(F)c(F)c2)CC1 do in these assays?
A-T KAP1 phos: -12%; hERG WT inh: 2; TRPV1 agonist: 0; Mito fusion act: 14%; TCR act: -3%; USP2a block: 6%; ELG1 repair inh: inconclusive; KCNH2 3.1 block: inconclusive; Eya2 phos inh: 6%; TSHR antag: 4

Results for COc1cccc2sc3cc(NCc4ccc5c(c4)OCO5)ccc3c(=O)c12 ?
A-T KAP1 phos: 9%; TCR act: 5%; USP2a block: 3%; ELG1 repair inh: inconclusive; Eya2 phos inh: -28%; TSHR antag: -10

Results for CC(=O)Nc1ccc(NC(=O)C(C)OC(=O)CCCN=C2NS(=O)(=O)c3ccccc32)cc1 (configuration not stated) ?
A-T KAP1 phos: -2%; hERG WT inh: -3; TRPV1 agonist: -2; Mito fusion act: 3%; TCR act: 1%; USP2a block: -4%; ELG1 repair inh: 10%; KCNH2 3.1 block: 3; Eya2 phos inh: 0%; TSHR antag: 9

What do the screens show for `COc1ccc(OC)c(C2C(C#N)=C(N)Oc3c2c(C)nn3-c2cccc(Cl)c2)c1` (configuration not stated)?
A-T KAP1 phos: -8%; hERG WT inh: 4; TRPV1 agonist: 3; Mito fusion act: -5%; TCR act: -2%; USP2a block: -5%; ELG1 repair inh: inconclusive; KCNH2 3.1 block: -94*; Eya2 phos inh: -4%; TSHR antag: inconclusive

What do the screens show for `CCOc1cccc(/C=C2\NC(=S)N(c3ccccc3)C2=O)c1O`?
A-T KAP1 phos: -8%; hERG WT inh: -8; TRPV1 agonist: 6; Mito fusion act: 1%; TCR act: 3%; USP2a block: -3%; ELG1 repair inh: inconclusive; KCNH2 3.1 block: 0; Eya2 phos inh: 2%; TSHR antag: -11

How did CCOC(=O)c1[nH]c(COC(=O)C2CC(=O)N(Cc3ccccc3)C2)c(C(=O)OCC)c1C (configuration not stated) do in these assays?
A-T KAP1 phos: 10%; hERG WT inh: -4; TRPV1 agonist: 12; Mito fusion act: 3%; TCR act: -2%; USP2a block: 0%; ELG1 repair inh: 1%; KCNH2 3.1 block: -5; Eya2 phos inh: -3%; TSHR antag: -5

What do the screens show for `COc1ccc(-c2cccc(C(=O)Nc3ccc(OC)c(OC)c3)c2)cc1`?
A-T KAP1 phos: -6%; hERG WT inh: -23; TRPV1 agonist: 10; Mito fusion act: 2%; TCR act: -17%; USP2a block: -2%; ELG1 repair inh: -18%; KCNH2 3.1 block: 8; Eya2 phos inh: 6%; TSHR antag: -17

How did O=C(O)c1ccc2c(c1)N(Cc1ccccc1)C(=O)c1ccccc1S2=O (configuration not stated) do in these assays?
A-T KAP1 phos: -1%; hERG WT inh: -4; TRPV1 agonist: -2; Mito fusion act: -4%; TCR act: 0%; USP2a block: 1%; ELG1 repair inh: 10%; KCNH2 3.1 block: 24; Eya2 phos inh: 16%; TSHR antag: 1

Retrieved one by one from above:
How did O=C(COC(=O)CCc1nc2ccccc2s1)NCc1ccco1 do in these assays?
A-T KAP1 phos: -1%; hERG WT inh: -17; TRPV1 agonist: 4; Mito fusion act: 3%; TCR act: -3%; USP2a block: 9%; ELG1 repair inh: 11%; KCNH2 3.1 block: -12; Eya2 phos inh: inconclusive; TSHR antag: 12

Results for CC(C)C(c1nnnn1C1CCCCC1)N1CCc2ccccc21 (configuration not stated) ?
A-T KAP1 phos: 0%; hERG WT inh: -5; TRPV1 agonist: 3; Mito fusion act: -4%; TCR act: -1%; USP2a block: 1%; ELG1 repair inh: -2%; KCNH2 3.1 block: -2; Eya2 phos inh: -31%; TSHR antag: -3

Source: PubChem
